High-throughput results from PubChem.
Yfh1-depleted yeast – enhancers of respiration in Yfh1-depleted yeast, dose response, Friedreich's ataxia, plus single-dose screen (AID 1465). one-dose fold induction at 50 µM; EC50 in µM for titrated hits. S. cerevisiae Yfh1-off respiration, WST-1 reduction, 72 h; higher fold induction means a stronger effect. 0.074% of 220,000 active;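 active = fold induction of absorbance versus untreated yeast above a set limit, then at least 30% activation at any dose in follow-up; inconclusive = repeats straddling the limit, or above it without dose testing; inactive = fold induction below the set limit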;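 also: activators that raise dye reduction in frataxin-depleted yeast; strong numbers were not always called active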
Insulin prom up – insulin promoter activators in MIN6 cells, imaging, high-content screening, mouse beta cells; MIN6 insulin promoter-GFP reporter; hits give high values; z-score at 5 µM; 0.3% of 190,000 active; AID 1625, 2009;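 active = z-score above 3 at 5 µM with at least 500 cells counted in the well; inconclusive = wells under 500 cells, flagged as cytotoxic or low count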
Autophagy HCS – autophagy modulators in MEF cells, primary screen, imaging, high-content, MEF GFP-LC3; MEF GFP-LC3 puncta imaging; test concentration mostly 10 µM; calls only at 10 µM (by protocol); 0.98% of 190,000 active; AID 463193, 2010;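 active = percentage of spot-positive cells more than 3 SD above its plate mean, without a fluorescence outlier flag or 80% toxicity; inconclusive = no clear call, values can overlap the other calls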;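 also: spot-positive cell cutoff set from DMSO-treated cells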
HIV fusion peptide – inhibitors of HIV fusion peptide binding, primary screen, biochemical, uHTS, fluorescence dequenching (AID 1986); cell-free peptide binding, fluorescence dequenching, 30 min; higher % means a stronger effect; inhibition, % at 20 µM, or IC50 in µM where a hit was titrated; 0.3% of 290,000 active; in the data active = inhibition mostly above about 52%, no sharp cut-off; inactive = mostly below about 76%; also: some results filed as inactive read as strong as hits
AID2073 – inhibitors of Mint1-CaV2.2 protein interaction, biochemical, HTRF (AID 2073) | one-dose inhibition, % at 20 µM; IC50 in µM for titrated hits | HTRF protein-protein interaction, Mint1-CaV2.2; higher % means a stronger effect | 0.19% of 290,000 active | Voltage-dependent N-type calcium channel subunit alpha-1B (Homo sapiens); in the data active = inhibition mostly above about 51%, no sharp cut-off; inconclusive = no clear call, values can overlap the other calls; inactive = mostly below about 53%; also: some results filed as inactive read as strong as hits
Dynein transport – inhibitors of GR-EGFP nuclear translocation, primary screen, dynein cargo transport inhibitor project, imaging, high-content, 3617.4 mouse cells. 0.47% of 220,000 active. z-score, hits read low. test concentration mostly 20 µM; stimulated with dexamethasone, 1 µM; hits give low values;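 active = plate z-score of nuclear minus cytoplasmic receptor signal below a set negative limit, without overly bright fluorescence or cell loss, cut at about -3.5 in these data, passing the limit was not always enough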;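 also: z-score of nuclear minus cytoplasmic ring GR-EGFP intensity difference per well; some compounds called inactive have numbers as strong as hits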
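Schedule: 48 h induction, then 1 h compound, then 30 min agonist, 37 °C. Buffer or medium: tetracycline-free induction medium containing charcoal-stripped FBS. Reagent: 1.0 µM final dexamethasone stimulus. Evaluation: nuclear versus cytoplasmic GR-EGFP signal, averaged per well. Signal: high-content fluorescence imaging after fixation.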
MT stabilize HCS – microtubule stabilizers in HeLa cells, primary screen, imaging, high-content imaging; HeLa tubulin immunostaining HCS, 24 h; share of cells brighter than vehicle mean+2SD; 0.83% of 200,000 active; % tubulin-high responders, % at 10 µM;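 active = plate Z-score above 3 for both tubulin-high and condensed-nucleus cell shares, with cell loss under 80%, at 10 µM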;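 also: anti alpha tubulin signal scored within the nucleus-defined area of each cell; some results filed as inactive read as strong as hits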
bCat nuc transl – modulators of beta-catenin nuclear translocation, primary screen, imaging, HeLa cells, immunofluorescence, high-content; nuclear translocation activity, % at 5 µM; 0.3% of 190,000 active;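 active = nuclear translocation activity above 50% at 5 µM, with a well cell count of 50 or more; inconclusive = wells under 50 cells across six images, flagged as toxic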;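 also: per-cell ratio of nuclear to cytoplasmic median beta-catenin stain intensity; plate controls were DMSO negative control for no effect and GSK-3 inhibitor IX positive control for full effect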
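Read-out: Nuclear/cytoplasmic beta-catenin signal ratio, % activation | Assay system: Human HeLa cell line | Times: 24 h compound exposure at 37°C, 5% CO2 | Signal: Fluorescence imaging of beta-catenin antibody stain plus DAPI | Dosing: 5 µM primary, 0.02–20 µM confirmation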
WT yeast gro inh – growth inhibition of WT strain, primary screen, mitochondrial fusion inhibitor project, WT and mutant strains, chemical genetic | 2.1% of 190,000 active | inhibition, % at 10 µM | mitochondrial fusion phenotypic screen | AID 1362, 2008; in the data active = inhibition above about 58%; tested in S. cerevisiae
WT yeast gro inh mutant strain – further read-out of WT yeast gro inh, marked with its call; inhibition, %; mitochondrial fusion phenotypic screen, mutant strain inhibition
Dynein transport cytoplasmic EGFP – recorded beside Dynein transport, whose call it bears; z-score; measured here: cytoplasmic GR-EGFP intensity; hits give high values
Dynein transport nuclear GR-EGFP – second read-out of Dynein transport, no call of its own (marks repeat the call); z-score; measured here: nuclear GR-EGFP intensity;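 lower value marks the stronger effect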
Dynein transport cell count – also measured in Dynein transport; calls as there; z-score; measured here: cell count per field
Insulin prom up cell count – further read-out of Insulin prom up, marked with its call; cell count; measured here: cytotoxicity, nuclei count;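 total cells summed across four imaged fields per well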
bCat nuc transl cell count 5 µM – also measured in bCat nuc transl; calls as there; cell count; measured here: cell count, cytotoxicity flag
MT stabilize HCS Hoechst-high % – also measured in MT stabilize HCS; calls as there; % Hoechst-high responders; measured here: nuclear condensation Hoechst responders;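 share of cells brighter than vehicle mean plus two SD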
MT stabilize HCS cytotoxicity % – also measured in MT stabilize HCS; calls as there; toxicity, %; measured here: cytotoxicity by cell density;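 0% = mean cell density of plate MIN control wells and 100% = no cells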
Autophagy HCS cell loss 18 h – also measured in Autophagy HCS; calls as there; toxicity, %; measured here: cell loss, nuclei count;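 cell loss after 18 h compound exposure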
Numbers without * were called inactive; i = inactive; ? = inconclusive; . = not tested or not shown.

1: CC(=O)c1c(NCCc2ccccc2)nc(=S)n(-c2ccccc2)c1C
2: Nc1ccc(NC(=O)c2ccco2)c(Cl)c1
3: CC(C)(C)C(=O)N1CCc2cc(-c3csc(N)n3)ccc21
4: C=C(C)COc1ccc2c(CC)cc(=O)oc2c1C
5: N/C(Cc1ccc(Cl)cc1)=N\OC(=O)C1CCCCC1
6: Cn1c(=O)c2c(ncn2Cc2cccc(Cl)c2)n(C)c1=O
7: COc1cc(CCC(=O)OCC(=O)Nc2c(C)cccc2C(C)C)cc(OC)c1OC
8: CSc1nc2ccc(N3C(=O)C4CCCCC4C3=O)cc2s1 (stereo not drawn)

compound no.	1	2	3	4	5	6	7	8
Yfh1-depleted yeast	i	i	i	i	i	i	i	i
Insulin prom up	0.01	0.19	0.07	-0.7	0.03	.	-0.1	-0.07
Insulin prom up cell count	1065	1452	1671	1313	1435	.	1518	1679
Autophagy HCS	i	i	i	i	i	i	i	i
Autophagy HCS cell loss 18 h	4	-8	-3	3	-4	11	9	46
HIV fusion peptide	-1.4%	0.3%	-0.8%	1.2%	0.1%	-0.9%	-1.1%	0.4%
AID2073	-8%	6%	-30%	-1%	-4%	12%	-3%	18%
Dynein transport	0.67	-0.45	-0.76	0.29	0.25	1.4	0.4	0.27
Dynein transport cytoplasmic EGFP	-0.13	-0.34	-0.24	-0.3	-0.26	-0.19	-0.26	-0.031
Dynein transport nuclear GR-EGFP	0.43	-0.51	-1.1	-0.2	-0.34	1.2	0.29	0.68
Dynein transport cell count	-0.65	0.63	0.81	-0.5	0.33	-1	-0.037	0.54
MT stabilize HCS	2.3	1.7	1.9	4.4	1.3	5.8	6.0	2.1
MT stabilize HCS Hoechst-high %	2.0	1.7	1.5	4.5	5.5	2.2	2.4	1.5
MT stabilize HCS cytotoxicity %	1.7	10	3.9	5.3	5.6	2.2	5.9	6.1
bCat nuc transl	-1.1	0.4	-1.5	.	0.2	.	1.7	-0.1
bCat nuc transl cell count 5 µM	1094	1504	1398	.	953	.	1045	1340
WT yeast gro inh	12	-12	-1	-22	-8	13	-12	-18
WT yeast gro inh mutant strain	-19	-8	1	-4	14	4	2	3

9: Cc1ccc(CNC(=O)CSCc2ccc(F)cc2)cc1
10: O=C(CN1CCN(Cc2ccc3c(c2)OCO3)CC1)Nc1ccc2c(c1)OCCO2
11: COC(=O)C1(CCSC)NC(c2ccccc2F)C2C(=O)N(c3ccc4c(c3)OCCO4)C(=O)C21 (stereo not drawn)
12: Cc1cc(/C=C(/C#N)C(=O)Nc2ccc(Cl)cc2)c(C)n1-c1cccnc1
13: CCC(C)(C(=O)NC1CCCCC1)N(C)C(=O)c1ccccn1 (stereo not drawn)
14: CCOc1ccc(C(C(=O)NC2CCCC2)N(CCCO)C(=O)c2ccc(-c3ccccc3)[nH]2)cc1 (stereo not drawn)
15: CCOc1cc(/C=C(/C#N)c2ccc(F)cc2)ccc1OCc1ccc(C(=O)O)o1
16: COC(=O)CN1C(c2ccccc2)=Nc2ccc(Cl)cc2C1c1ccccc1 (stereo not drawn)

compound no.	9	10	11	12	13	14	15	16
Yfh1-depleted yeast	i	i	i	i	i	i	i	i
Insulin prom up	.	0.95	-0.66	-0.11	-0.46	-2.7	.	-1.1
Insulin prom up cell count	.	1167	1065	1322	970	1231	.	1030
Autophagy HCS	i	i	i	i	i	i	i	i
Autophagy HCS cell loss 18 h	9	-6	-5	6	-24	-8	26	6
HIV fusion peptide	2.8%	-0.4%	-1.1%	17%	-0.7%	1.8%	17%	-2.5%
AID2073	-2%	-4%	4%	26%	-7%	0%	5%	-5%
Dynein transport	-1.1	-0.29	-0.69	-0.026	-0.49	0.68	-2	0.44
Dynein transport cytoplasmic EGFP	-0.25	-0.27	-0.15	0.041	0.044	-0.27	-0.085	-0.2
Dynein transport nuclear GR-EGFP	-0.49	0.51	-0.65	0.15	-0.061	0.54	-0.32	0.059
Dynein transport cell count	1.2	0.26	-0.23	1.1	0.3	1	-0.72	0.13
MT stabilize HCS	2.1	2.1	1.5	2.5	1.3	2.9	2.8	1.5
MT stabilize HCS Hoechst-high %	2.1	1.9	1.9	2.3	1.1	2.9	2.1	1.6
MT stabilize HCS cytotoxicity %	5.4	15	5.2	2.9	11	14	2.8	10
bCat nuc transl	-1.3	-0.8	1.1	-0.6	.	0.2	0.1	1.2
bCat nuc transl cell count 5 µM	568	1017	1102	1154	.	1101	1020	1429
WT yeast gro inh	7	8	2	4	1	8	-12	22
WT yeast gro inh mutant strain	-7	7	34	-3	5	-9	-8	3

17: CC1(C)Cc2c(oc3ncn4ncnc4c23)CO1
18: COc1ccc(-c2[nH]ncc2/C=N\NS(=O)(=O)c2ccccc2)cc1OC
19: Cc1ccc(-c2cc(=O)c3ccc(F)cc3[nH]2)cc1
20: CC(C)Oc1ccc(C(CC(=O)NCc2ccco2)c2ccccc2)cc1 (stereo not drawn)
21: CCOc1ncccc1C(=O)OC(C)C(=O)NC(=O)NC1CCCCC1 (stereo not drawn)
22: CCN(CC)S(=O)(=O)c1ccc(NS(=O)(=O)c2ccc(C)c(C)c2)cc1
23: COCCCNC(=O)Cn1cc(/C=C(\C#N)C(=O)N2CCN(c3ccccc3)CC2)c2ccccc21
24: O=C(NC(=S)Nc1ccc2c(c1)OCCO2)c1ccc(F)cc1Cl

compound no.	17	18	19	20	21	22	23	24
Yfh1-depleted yeast	i	.	i	i	i	i	i	i
Insulin prom up	-0.2	0.18	-0.68	.	-0.98	.	-0.23	-0.54
Insulin prom up cell count	1359	987	1238	.	1353	.	1486	1210
Autophagy HCS	i	i	i	i	i	i	i	i
Autophagy HCS cell loss 18 h	4	-4	15	1	-1	-16	0	-10
HIV fusion peptide	0.5%	2.5%	6.0%	-1.3%	0.8%	0.0%	-0.7%	-0.2%
AID2073	?	-5%	25%	14%	-6%	-6%	4%	-6%
Dynein transport	0.41	0.57	-0.98	0.65	-0.62	0.29	0.24	1.5
Dynein transport cytoplasmic EGFP	0.86	-0.27	-0.3	-0.028	-0.38	-0.23	-0.098	-0.31
Dynein transport nuclear GR-EGFP	0.95	0.31	-0.27	0.45	-0.46	0.82	0.019	0.36
Dynein transport cell count	-1.1	-0.58	0.92	0.1	1.3	0.064	-1.1	-0.5
MT stabilize HCS	7.1	2.2	22*	2.7	1.4	2.1	3.0	2.4
MT stabilize HCS Hoechst-high %	1.7	1.6	14*	2.8	2.1	1.2	3.2	3.3
MT stabilize HCS cytotoxicity %	11	1.9	28*	7.7	10	5.8	12	11
bCat nuc transl	0.8	.	-4.9	.	0.9	-0.4	1.4	.
bCat nuc transl cell count 5 µM	1179	.	1205	.	1110	1113	1048	.
WT yeast gro inh	-5	6	-1	7	7	4	-2	-2
WT yeast gro inh mutant strain	7	7	15	0	4	2	-29	-22

The closing four compounds of the part before lead into the next.
21: CCOc1ncccc1C(=O)OC(C)C(=O)NC(=O)NC1CCCCC1 (stereo not drawn)
22: CCN(CC)S(=O)(=O)c1ccc(NS(=O)(=O)c2ccc(C)c(C)c2)cc1
23: COCCCNC(=O)Cn1cc(/C=C(\C#N)C(=O)N2CCN(c3ccccc3)CC2)c2ccccc21
24: O=C(NC(=S)Nc1ccc2c(c1)OCCO2)c1ccc(F)cc1Cl
25: O=C(O)c1cc(NCc2cccs2)ccc1N1CCOCC1
26: COc1cc(CC(=O)OCC(=O)Nc2ccc([N+](=O)[O-])cc2)cc(OC)c1OC
27: Cc1ccccc1NC(=O)CSc1nc(N2CCCCC2)nc(N2CCCCC2)n1
28: CC(=O)Cn1ncc(N2CCOCC2)c(Br)c1=O
29: O=C(NCCCN1CCCC1)c1ccc(CSCc2cccc(Cl)c2)o1
30: O=C(C/C=N\O)Nc1ccc(Oc2ccccc2)cc1

compound no.	21	22	23	24	25	26	27	28	29	30
Yfh1-depleted yeast	i	i	i	i	i	i	i	i	i	i
Insulin prom up	-0.98	.	-0.23	-0.54	0.39	0.01	-0.51	0.18	0.73	0.23
Insulin prom up cell count	1353	.	1486	1210	1177	1347	1479	1520	842	1234
Autophagy HCS	i	i	i	i	i	i	i	i	i	i
Autophagy HCS cell loss 18 h	-1	-16	0	-10	-13	-10	-30	12	-6	3
HIV fusion peptide	0.8%	0.0%	-0.7%	-0.2%	-0.3%	0.7%	4.1%	0.4%	1.3%	-1.2%
AID2073	-6%	-6%	4%	-6%	10%	13%	-5%	0%	5%	1%
Dynein transport	-0.62	0.29	0.24	1.5	-0.93	1.1	-0.21	1.6	-0.58	-0.28
Dynein transport cytoplasmic EGFP	-0.38	-0.23	-0.098	-0.31	-0.14	-0.31	0.003	-0.25	0.078	-0.27
Dynein transport nuclear GR-EGFP	-0.46	0.82	0.019	0.36	-0.44	-0.049	0.48	0.84	0.04	0.19
Dynein transport cell count	1.3	0.064	-1.1	-0.5	1.7	-0.57	0.29	-0.68	0.32	1
MT stabilize HCS	1.4	2.1	3.0	2.4	1.5	1.5	3.8	2.7	1.2	5.2
MT stabilize HCS Hoechst-high %	2.1	1.2	3.2	3.3	1.1	1.9	1.7	1.7	1.5	2.5
MT stabilize HCS cytotoxicity %	10	5.8	12	11	5.7	1.4	5.5	8.1	8.9	9.8
bCat nuc transl	0.9	-0.4	1.4	.	-0.2	-0.5	-0.7	-5.7	.	-2.9
bCat nuc transl cell count 5 µM	1110	1113	1048	.	1066	1171	1274	1052	.	1144
WT yeast gro inh	7	4	-2	-2	-55	14	6	3	-14	-1
WT yeast gro inh mutant strain	4	2	-29	-22	-6	-13	-41	7	-3	10
